Pol kappa inh = qHTS for Inhibitors of Polymerase Kappa; purified Pol kappa, fluorescent DNA synthesis assay, 10 min; Potency, µM (series often up to 107 µM), for inactives: at the highest dose activity, negative = inhibition, usual class: inhibitors; actives 0.53% (n = 400,000); note: % is set by controls: 0 for no effect and ±100 for the full control effect
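Pol kappa 10 nM + cpd, 15 min RT; start w/ substrate 50 nM final; fluorescence kinetic read, 0 and 10 min. Neg ctrl: buffer, no enzyme.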
Anesthetic bind = qHTS Assay for Identification of Novel General Anesthetics | Ferritin light chain (Equus caballus), P02791 | apoferritin/1-aminoanthracene competitive binding, fluorescence | Potency, µM (top dose mostly 77.5 µM), for inactives: at the top dose activity change, negative = displacement, hits mostly inhibitors | actives 0.074% (n = 350,000) | AID 485281, 2010; note: % is set by controls: 0 for no effect and ±100 for the full control effect; nearly all actives have a fitted effect of over 20% in size
Target sequence (P02791 2-175 limits assumed): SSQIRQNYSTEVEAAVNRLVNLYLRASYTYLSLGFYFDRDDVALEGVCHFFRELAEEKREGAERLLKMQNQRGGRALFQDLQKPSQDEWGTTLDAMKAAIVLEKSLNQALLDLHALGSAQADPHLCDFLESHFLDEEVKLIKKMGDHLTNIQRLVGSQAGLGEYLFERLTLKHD
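Apoferritin-based anesthetic binding model; compound displacement of fluorescent 1-AMA measured as endpoint fluorescence after 10 minutes at room temperature, scaled to free-ligand and complex controls.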
BAZ2B block = qHTS Assay for Inhibitors of BAZ2B; AlphaScreen BAZ2B-H3K14Ac peptide displacement; Bromodomain adjacent to zinc finger domain protein 2B (Homo sapiens), Q9UIF8; actives 4.4% (n = 360,000); Potency, µM (series often up to 114 µM), for the others: at the top dose activity change, negative = inhibition, actives largely listed as inhibitors; note: % is set by controls: 0 for no effect and ±100 for the full control effect; nearly all actives have a fitted effect of over 60% in size
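AlphaScreen displacement: compounds (up to 110uM) incubated 30 min at room temperature with a preformed 50 nM BAZ2B/50 nM biotinylated H3K14Ac peptide complex in PBS pH 7.4 with Tween-20. Donor and acceptor beads at 10 ug/mL final added, 20 min light-protected before reading.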
POLB inh = qHTS Assay for Inhibitors of DNA Polymerase Beta. Potency, µM (top dose mostly 114 µM), for inactives: top-dose activity change, negative = inhibition, hits mostly inhibitors. P06746. actives 1.3% (n = 340,000). AID 485314, 2010. Pol beta primer extension/strand displacement, fluorescence kinetic; note: % is set by controls: 0 for no effect and ±100 for the full control effect
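Kinetic readout of DNA synthesis with strand displacement by Pol beta. Compound and 10 nM enzyme sit 15 min at room temperature; 50 nM substrate starts the reaction, read immediately and at 10 min.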
APEX1 inh = qHTS Assay for Inhibitors of the Human Apurinic/apyrimidinic Endonuclease 1 (APE1); actives 0.35% (n = 350,000); AID 2517, 2012; Potency, µM (titrated, usually from 65.8 µM), for inactives: top-dose activity change, negative = inhibition, hits mostly inhibitors; recombinant APE1, TAMRA/BHQ-2 abasic DNA cleavage fluorescence; DNA repair nuclease/redox regulator APEX1 (Homo sapiens), P27695;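 note: plate controls were vehicle for no effect and reference inhibitor for full effect; nearly all actives have a fitted effect of over 55% in size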
Target sequence (P27695 whole entry, looked up): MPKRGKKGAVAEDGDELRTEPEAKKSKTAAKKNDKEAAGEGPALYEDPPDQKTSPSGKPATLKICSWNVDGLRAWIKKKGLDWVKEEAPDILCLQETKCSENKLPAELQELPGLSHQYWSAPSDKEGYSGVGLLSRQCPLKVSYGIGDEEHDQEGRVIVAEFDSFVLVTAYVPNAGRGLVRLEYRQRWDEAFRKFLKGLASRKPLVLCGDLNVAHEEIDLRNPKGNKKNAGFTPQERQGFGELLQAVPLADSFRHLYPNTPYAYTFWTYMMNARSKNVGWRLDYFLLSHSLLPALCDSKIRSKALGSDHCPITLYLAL
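Readout is kinetic fluorescence (ex 525, em 598 nm) from cleavage of 50 nM TAMRA/BHQ-2 THF abasic duplex by 0.75 nM APE1, compound added 15 min beforehand at RT.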
POLH inh = qHTS for Inhibitors of Polymerase Eta. DNA polymerase eta (Homo sapiens), Q9Y253. recombinant Pol eta, fluorescent DNA replication assay. Potency, µM (doses to about 114 µM), for inactives: top-dose activity change, negative = inhibition, usual class: inhibitors. actives 1.2% (n = 390,000). AID 588591, 2011; note: % is set by controls: 0 for no effect and ±100 for the full control effect
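Pol eta (10 nM) was preincubated with compounds for 15 min at room temperature, after which fluorescent replication substrate (50 nM final) was added to start the reaction. Fluorescence was read kinetically at 0 and 10 min.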
G9a inh = qHTS Assay for Inhibitors of Histone Lysine Methyltransferase G9a | Histone-lysine N-methyltransferase EHMT2 (Homo sapiens), Q96KQ7 | G9a H3K9 monomethylation, AlphaScreen, 2 h | Potency, µM (highest dose often 102 µM), without a hit: at the top dose activity, negative = inhibition, most hits filed as inhibitors | actives 8.8% (n = 350,000) | AID 504332, 2011; note: % is set by controls: 0 for no effect and ±100 for the full control effect; nearly all actives have a fitted effect of over 75% in size
Target sequence (Q96KQ7 913-1193 limits assumed): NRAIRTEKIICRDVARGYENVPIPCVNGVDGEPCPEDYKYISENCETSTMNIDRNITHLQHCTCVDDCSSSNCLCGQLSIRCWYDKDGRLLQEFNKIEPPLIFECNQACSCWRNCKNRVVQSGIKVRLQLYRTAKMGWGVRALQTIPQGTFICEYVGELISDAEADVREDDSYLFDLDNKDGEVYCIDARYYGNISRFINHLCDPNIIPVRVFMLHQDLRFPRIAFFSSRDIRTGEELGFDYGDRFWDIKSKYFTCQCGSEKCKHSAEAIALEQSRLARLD
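Chemiluminescent proximity detection of H3K9 monomethylation, read after 10 min bead incubation in the dark. Reaction: 20 nM G9a, 500 nM biotin-H3K9 peptide, 20 uM SAM cofactor, 2 h, room temperature, following 15 min enzyme-compound preincubation.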
BLM inh = qHTS Assay for Inhibitors of Bloom's syndrome helicase (BLM); Potency, µM (doses to about 56.1 µM), for the others: at the highest dose activity change, negative = inhibition, usual class: inhibitors; recombinant BLM DNA unwinding, fluorescence dequenching; RecQ-like DNA helicase BLM (Homo sapiens), P54132; actives 0.2% (n = 350,000); AID 2528, 2010;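 note: plate controls were vehicle for no effect and no enzyme for full effect; nearly all actives have a fitted effect of over 35% in size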
Pol iota inh = qHTS for Inhibitors of Polymerase Iota. DNA polymerase iota (Homo sapiens), Q9UNA4. actives 1% (n = 390,000). AID 588590, 2011. Potency, µM (doses to about 115 µM), for the others: top-dose activity, negative = inhibition, hits mostly inhibitors. Pol iota fluorescent replication assay, 10 min
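Fluorescent replication assay read twice, at 0 min and 10 min after adding 50 nM (final) substrate. Enzyme (10 nM) and compounds were first incubated 15 min at room temperature; enzyme-free buffer wells were negative controls.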
* marks the source's active call; other numbers are inactive results; ? = inconclusive; nt = no result given; & = joins results of further samples; [ ] = dose if it differs, or a comment. Calls come from the whole dose curve; as a rule, active = well fitted curve in the direction sought with a large enough effect; inconclusive = small, poorly fitted or top-dose-only effect, or another doubt; inactive = no such curve, though single readings can be large; an effect the other way counts as inactive or inconclusive. Potency is the fitted concentration of half-maximal effect. Some of the compounds tested (hit frequency here may not be typical).

1	CC(C)(C)C(=O)NC(n1cnc2c(N3CCOCC3)ncnc21)C(Cl)(Cl)Cl (centres undefined)
2	Cc1cc2c(ncn2C(C)C)c(NS(=O)(=O)c2ccc(F)cc2)c1C
3	Cc1cc(=O)n2nc(N3CCCC(C(=O)NCc4ccc(Cl)cc4)C3)sc2n1 (centres undefined)
4	CCOc1ncccc1C(=O)OCc1c(F)cccc1Cl
5	COc1ccc(Oc2cn[nH]c2-c2ccc(OC)cc2O)cc1
Compound | 1 | 2 | 3 | 4 | 5
Pol kappa inh | 0% | 3% | 10% | -12% | -6%
Anesthetic bind | -18% | -6% | -7% | -12% | -20%
BAZ2B block | -9% | 3% | -10% | nt | -13%
POLB inh | -1% | -2% | -1% | -19% | -1%
APEX1 inh | 1% | -4% | 28% | -5% | 4%
POLH inh | -7% | -25% | -10% | 0% | -15%
G9a inh | nt | 3% | 22% | 229%[activator] | 35%
BLM inh | -14% | -2% | 1% | 2% | -8%
Pol iota inh | -14% | 64%[activator] | 38%[activator] | 35%[activator] | -4%

6	CCOC(=O)c1oc2ccccc2c1NC(=O)c1ccco1
7	CN(C)CCC(c1ccc(Cl)cc1)c1ccccn1 (centres undefined)
8	CN(CC(=O)Nc1cccc(F)c1)C(=O)c1ccccc1Cc1ccccc1
9	CC1CCN(S(=O)(=O)c2cc3c4c(c2)CC(=O)N4CCC3)CC1
10	CCOC(=O)C1CCN(C(=O)CN(c2ccc(Oc3ccccc3)cc2)S(C)(=O)=O)CC1
Compound | 6 | 7 | 8 | 9 | 10
Pol kappa inh | 2% | 4%[60.1 µM] | -16% | -6%[60.1 µM] | -17%
Anesthetic bind | -17% | 2%&-4% | nt | -10% | -14%
BAZ2B block | 0% | -7%&-3%&3% | -4% | ? | -22%
POLB inh | 3% | -2%[57.1 µM] | nt | 9% | 3%
APEX1 inh | 15% | 5%&-2%&-6%&4%&5% | -42% | nt | 2%
POLH inh | 10% | -2% | -8% | -13% | -22%
G9a inh | ? | -12%[59 µM] | 3% | -2%[59 µM] | ?
BLM inh | 0% | -4%&3% | nt | 2% | 1%
Pol iota inh | -23% | -29%&22% | 7% | 17% | ?

11	O=C(O)CN(c1ccccn1)S(=O)(=O)c1ccc(Cl)cc1
12	Nc1cccnc1-n1nc(C(F)(F)F)cc1C(F)(F)F
13	CN(C(=O)COC(=O)Cc1c(Cl)cccc1Cl)C1CCS(=O)(=O)C1 (centres undefined)
14	CCn1cc(CN2CCCC(C(=O)Nc3ccc(-c4cscn4)cc3)C2)cn1 (centres undefined)
15	CC(OC(=O)c1cccc(NS(C)(=O)=O)c1)C(=O)Nc1ccc(N2CCOCC2)cc1 (centres undefined)
Compound | 11 | 12 | 13 | 14 | 15
Pol kappa inh | 4% | -9% | -4% | -5% | -21%
Anesthetic bind | 4% | -12% | nt | -3% | -6%
BAZ2B block | 0% | 0% | -2% | -5% | -4%
POLB inh | 15% | 0% | nt | 1% | 4%
APEX1 inh | 27% | -1% | -4% | 14% | 1%
POLH inh | -16% | -15% | -22% | -2% | -3%
G9a inh | -35%[59 µM] | -3% | 11%[59 µM] | nt | 3%[12.7 µM]
BLM inh | -4% | -8% | nt | 2% | -4%
Pol iota inh | ? | 79%[activator] | 13% | 31%[activator] | 19%

16	CCOc1ccc(NC(=O)C/C(N)=N/O)cc1
17	COc1ccc(OCCOCCN2CCc3ccccc3C2)cc1
18	Cc1ccc2nc3c(cc(C#N)c(=N)n3Cc3cccnc3)c(=O)n2c1
19	CCOC(=O)N1CCN(C(=O)COc2cccc3c2CCN(Cc2ccccc2C)C3=O)CC1
20	CCc1ccc(OC(=O)c2cccnc2)cc1
Compound | 16 | 17 | 18 | 19 | 20
Pol kappa inh | -7% | -15% | nt | -2% | 1%
Anesthetic bind | 2% | -11% | 0% | -3% | -7%
BAZ2B block | 13% | 50µM* | -23% | -15% | 11%
POLB inh | 6% | 0% | 19% | -1% | 29%
APEX1 inh | 10% | 0% | -4% | 6% | 13%
POLH inh | -1% | -6% | nt | -12% | 0%
G9a inh | 7%[12.7 µM] | 10µM* | 24% | -9%[59 µM] | 22%
BLM inh | 0% | 3% | -7% | -9% | -9%
Pol iota inh | 31%[activator] | 51%[activator] | nt | 10% | ?

21	C/C(Cc1ccccc1)=N\NC(=O)c1cccnc1
22	CCc1c(C2(O)CCCCC2)[nH]c2cc(C(F)(F)F)ccc12
23	CN(C)Cc1c(C(=O)N/N=C/CCc2ccccc2)nnn1-c1nonc1N
24	O=C(c1cnc2ccccn2c1=O)N1CCCc2ccccc21
25	CC(=O)Oc1ccc(/C=C(\NC(=O)c2ccco2)C(=O)Nc2ccc(C(C)=O)cc2)cc1
Compound | 21 | 22 | 23 | 24 | 25
Pol kappa inh | -10% | -21% | -7% | -2% | -2%
Anesthetic bind | -8% | ? | 1% | -6% | -4%
BAZ2B block | 3% | -21% | -1% | 0% | -2%
POLB inh | 28% | 29% | 19% | -18% | 0%
APEX1 inh | 2% | -5% | -2%[12.4 µM] | -5% | 23%
POLH inh | -10% | -20% | 7% | 8% | -23%
G9a inh | -9%[59 µM] | 17% | -6%[59 µM] | 6%[59 µM] | -9%
BLM inh | 0% | -14% | -1% | -2% | -3%
Pol iota inh | 47%[activator] | -5% | 2% | 11% | 6%

Structures listed so far that bear a hit mark in G9a inh.
17	COc1ccc(OCCOCCN2CCc3ccccc3C2)cc1
Compound | 17
Pol kappa inh | -15%
Anesthetic bind | -11%
BAZ2B block | 50µM*
POLB inh | 0%
APEX1 inh | 0%
POLH inh | -6%
G9a inh | 10µM*
BLM inh | 3%
Pol iota inh | 51%[activator]

(next part)
26	COc1ccc(NC(=O)CSC2=NN3CCCC(=O)N=C3S2)c(OC)c1
27	NCC(c1ccccc1)c1c[nH]c2ccccc12 (centres undefined)
28	COC(=O)c1ccc(CNC(=O)C2CCC(=O)N(CCc3ccccc3)C2)cc1 (centres undefined)
29	Cc1ccc(NC(=O)c2oc3ccccc3c2C)c([N+](=O)[O-])c1
30	COC(=O)C(NC(=O)CCc1c(C)nc2cc(-c3cccc(F)c3)nn2c1C)C(C)C (centres undefined)
Compound | 26 | 27 | 28 | 29 | 30
Pol kappa inh | -16% | 0% | -17% | -23% | -3%
Anesthetic bind | -6% | -14% | 1% | -7% | -16%
BAZ2B block | -11% | ? | -10% | -28% | -8%
POLB inh | 10% | 3% | 10% | 36% | ?
APEX1 inh | 17% | 1% | 27% | 3% | nt
POLH inh | 7% | -13% | -13% | 6% | -4%
G9a inh | 6%[59 µM] | -15% | 1% | -42% | -10%[59 µM]
BLM inh | 0% | -5% | 0% | -2% | -2%
Pol iota inh | 6% | 33%[activator] | 68%[activator] | -13% | 11%

Three records drawn at random from those above:
27	NCC(c1ccccc1)c1c[nH]c2ccccc12 (centres undefined)
30	COC(=O)C(NC(=O)CCc1c(C)nc2cc(-c3cccc(F)c3)nn2c1C)C(C)C (centres undefined)
28	COC(=O)c1ccc(CNC(=O)C2CCC(=O)N(CCc3ccccc3)C2)cc1 (centres undefined)
Compound | 27 | 30 | 28
Pol kappa inh | 0% | -3% | -17%
Anesthetic bind | -14% | -16% | 1%
BAZ2B block | ? | -8% | -10%
POLB inh | 3% | ? | 10%
APEX1 inh | 1% | nt | 27%
POLH inh | -13% | -4% | -13%
G9a inh | -15% | -10%[59 µM] | 1%
BLM inh | -5% | -2% | 0%
Pol iota inh | 33%[activator] | 11% | 68%[activator]

Other results follow.
31	Cc1ccccc1-n1ncc(C(C)NC(=O)c2ccco2)c1C (centres undefined)
32	CCc1nc2ccc(C(=O)N3CCN(c4cccc(C(F)(F)F)c4)CC3)cc2nc1CC
33	CCOc1ccc2nc(SCC(=O)NC(=O)NCc3ccco3)[nH]c2c1
34	O=C(NCc1ccccc1)C(c1cccnc1)N(Cc1ccco1)C(=O)c1ccccn1 (centres undefined)
35	CCC(C)NC(=O)CCn1c(=O)c2cccn2c2ccc(F)cc21 (centres undefined)
Compound | 31 | 32 | 33 | 34 | 35
Pol kappa inh | 5% | -7% | -23% | 3% | -4%
Anesthetic bind | -5% | ? | ? | -5% | -13%
BAZ2B block | 5% | -31% | ? | -8% | 5%
POLB inh | -18% | 1% | 50µM* | 23% | 26%
APEX1 inh | 7% | 43% | -5% | -1% | -7%
POLH inh | -8% | ? | ? | 10% | -15%
G9a inh | -43% | 46%[activator] | 50µM* | ? | 6%
BLM inh | -2% | -12% | -17% | -1% | 1%
Pol iota inh | 28% | 17% | ? | 11% | 72%[activator]

36	COc1ccc(C(CNC(=O)c2oc3ccccc3c2C)N2CCCC2)cc1 (centres undefined)
37	COc1ccccc1N1CCN(/N=C/c2cccc(OC)c2OC)CC1
38	CCOC(=O)C1CCCN(C(=O)CN(c2ccc(OC)cc2)S(=O)(=O)c2c(C)noc2C)C1 (centres undefined)
39	CCc1ccccc1N(CC(=O)N1CCN(c2ccccc2F)CC1)S(C)(=O)=O
40	Cc1ccn(CCC(=O)N2c3ccccc3CC2C)n1 (centres undefined)
41	COc1ccc(-n2nc(C(=O)NCC(=O)N3CCN(C)CC3)c3ccccc3c2=O)cc1OC
Compound | 36 | 37 | 38 | 39 | 40 | 41
Pol kappa inh | -5% | -15% | -8% | -4% | ? | -5%
Anesthetic bind | nt | -7% | -9% | 4% | 1% | -13%
BAZ2B block | 3% | 35µM* | 9% | 9% | ? | 3%
POLB inh | nt | 7% | 21% | 24% | 3% | -1%
APEX1 inh | -16% | 2% | -1% | 17% | 7% | 16%
POLH inh | -19% | -2% | -20% | -14% | -5% | -4%
G9a inh | -10%[59 µM] | 50µM* | ? | -6%[2.33 µM] | 8% | ?
BLM inh | nt | 1% | -4% | -4% | -4% | -3%
Pol iota inh | 19% | 1% | -17% | 14% | 19% | 15%
